Assay outcomes: PubChem BioAssay, National Center for Advancing Translational Sciences (NCATS)
Tb PGK inh: inhibitors of T. brucei phosphoglycerate kinase; 380,000 tested, 0.043% active; Potency, µM (top dose mostly 57.5 µM), for inactives: at the highest dose activity change, negative = inhibition, usual class: inhibitors; P07378; PGK/GAPDH coupled, Kinase-Glo luminescence, 60 min; note: potency is the fitted concentration of half-maximal effect; % is set by controls: 0 for no effect and ±100 for the full control effect; nearly all actives have a fitted effect of over 60% in size
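Recombinant glycosomal PGK reaction used 1,3-bisphosphoglycerate generated in-well by GAPDH (100nM final) in 100mM TEA pH 7.6, 5mM MgCl2, 0.01% Tween-20. After 60 minutes at room temperature, ATP was read by Kinase-Glo Plus luminescence end-point.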
IDH1 R132H inh: human IDH1 R132H inhibition. Potency, µM (highest dose often 76.6 µM), inactives show top-dose activity change, negative = inhibition, usual class: inhibitors. 390,000 tested, 0.093% active. IDH1-R132H enzyme, NADPH consumption, diaphorase/resazurin fluorescence; note: potency is the fitted concentration of half-maximal effect; % is set by controls: 0 for no effect and ±100 for the full control effect; nearly all actives have a fitted effect of over 65% in size
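IDH1-R132H (0.5 ug/mL) preincubated 30 min with compound, then NADPH (0.016 mM) and alpha-KG (2 mM) added; 80 min at RT, pH 7.5. Remaining NADPH coupled via diaphorase/resazurin to fluorescence (540/590 nm); concentration-response curves normalized to no-enzyme control.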
TrxR1 inh: rat TrxR1 inhibition; O89049; recombinant rTrxR1, NADPH fluorescence consumption, selenite substrate; Potency, µM (titrated, usually from 114 µM), inactives show top-dose activity change, negative = inhibition, actives largely listed as inhibitors; 390,000 tested, 1% active; note: potency is the fitted concentration of half-maximal effect; % is set by controls: 0 for no effect and ±100 for the full control effect; nearly all actives have a fitted effect of over 65% in size
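Rat TrxR1 (90 nM in the dispensed reagent) was pre-reduced with 400 uM NADPH for 5 min at room temperature, then incubated with compound for 15 min. After 400 uM selenite was added, NADPH fluorescence (Ex 340/Em 450 nm) was followed for 8 min.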
PI4K2A block: blocks human PI4K2A kinase activity | Q9BTU6 | purified PI4K2A, ADP-Glo luminescence, 1 h; active compounds read low | activity change, negative = inhibition, % at 76.9 µM | 420,000 tested, 0.13% active; in the data active = activity change below about -50%; inconclusive = mostly about -30% to -49%;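 note: -100% = wells without enzyme as full effect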
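ADP-Glo luminescence measured ADP generated by PI4K2A enzyme (4 ug/mL before mixing) with 1.2 mM PI substrate (pre-mix) and 300 microM ATP (pre-mix). Tris pH7.5 buffer with MgCl2, Triton X-100; 1 h reaction at ambient temperature.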
USP1-UAF1 inh: USP1/UAF1 (human) deubiquitinase inhibition | O94782 | recombinant USP1/UAF1, Ub-Rhodamine cleavage fluorescence | Potency, µM (doses to about 57.1 µM), inactives show at the highest dose activity change, negative = inhibition, usual class: inhibitors | 390,000 tested, 0.23% active | AID 743255; note: potency is the fitted concentration of half-maximal effect; % is set by controls: 0 for no effect and ±100 for the full control effect; nearly all actives have a fitted effect of over 60% in size; inactives centre near -12
Target sequence (O94782 whole entry, looked up): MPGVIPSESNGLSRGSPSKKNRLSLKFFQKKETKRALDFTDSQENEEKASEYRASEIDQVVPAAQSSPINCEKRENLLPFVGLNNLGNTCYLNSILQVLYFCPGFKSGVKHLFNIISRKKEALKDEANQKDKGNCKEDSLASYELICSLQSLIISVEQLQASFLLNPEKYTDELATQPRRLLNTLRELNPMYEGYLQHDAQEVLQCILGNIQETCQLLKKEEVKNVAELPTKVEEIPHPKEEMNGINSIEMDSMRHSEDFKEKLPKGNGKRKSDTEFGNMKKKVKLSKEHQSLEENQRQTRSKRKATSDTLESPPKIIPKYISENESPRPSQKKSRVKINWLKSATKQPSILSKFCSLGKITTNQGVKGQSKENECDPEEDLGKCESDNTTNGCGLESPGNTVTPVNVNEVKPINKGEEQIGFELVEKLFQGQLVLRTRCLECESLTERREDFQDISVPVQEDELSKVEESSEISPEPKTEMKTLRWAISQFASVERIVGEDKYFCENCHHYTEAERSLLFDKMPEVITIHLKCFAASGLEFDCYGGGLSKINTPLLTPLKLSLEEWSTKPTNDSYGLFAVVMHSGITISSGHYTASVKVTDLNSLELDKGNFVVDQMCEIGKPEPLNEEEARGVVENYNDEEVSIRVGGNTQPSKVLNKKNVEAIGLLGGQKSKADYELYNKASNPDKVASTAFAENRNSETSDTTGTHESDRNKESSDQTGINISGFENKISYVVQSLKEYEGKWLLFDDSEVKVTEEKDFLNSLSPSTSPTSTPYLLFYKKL
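Step one: compound is pinned into 1nM USP1/UAF1 in HEPES pH 7.8 buffer with TCEP. Step two: 15 min room-temperature incubation. Step three: Ub-Rho (150nM final) starts cleavage, tracked by fluorescence over six one-minute reads.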
TrxR1 substrate: rat thioredoxin reductase 1 substrate activity. O89049. purified TrxR1 substrate turnover, NADPH consumption readout. Potency, µM (top dose mostly 114 µM), for the others: at the highest dose activity change, negative = substrate turnover. 390,000 tested, 0.01% active; note: potency is the fitted concentration of half-maximal effect; % is set by controls: 0 for no effect and ±100 for the full control effect; nearly all actives have a fitted effect of over 50% in size
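Rat TrxR1, dispensed at 90 nM, was prereduced with 400 uM NADPH (final) for 5 min at ~22 deg C, then incubated with compound 15 min before 400 uM selenite. A first-read NADPH fluorescence drop versus no-compound background flagged substrates.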
Pin1 inh: blocks the human prolyl isomerase Pin1 | AID 504891 | 390,000 tested, 0.009% active | Q13526 | Pin1 FP peptide displacement, HiFluor488, 10 min | Potency, µM (highest dose often 115 µM), for inactives: at the top dose activity, negative = inhibition, actives largely listed as inhibitors; active = well fitted inhibition curve with a large enough effect in the polarisation, with a control signal flat, not every such curve was filed as active; inconclusive = small, poorly fitted or top-dose-only effect, or effect the other way, or a change in a side signal; inactive = no such curve, though single readings can be large or run the other way; the % refers to the polarisation; note: potency is the fitted concentration of half-maximal effect; % is set by controls: 0 for no effect and ±100 for the full control effect
GLS inh: inhibitors of human glutaminase (GLS). AID 624170. 410,000 tested, 0.21% active. Potency, µM (top dose mostly 45.5 µM), for the others: at the top dose activity change, negative = inhibition, hits mostly inhibitors. GLS enzymatic activity, qHTS titration. O94925; note: potency is the fitted concentration of half-maximal effect; % is set by controls: 0 for no effect and ±100 for the full control effect
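Enzyme dispensed in phosphate buffer (45 mM, pH 8.2, 0.02% Tween-20), compounds pinned in, then 1 mM L-glutamine solution and the glutamate oxidase–HRP–Amplex Red mix added; fluorescence read immediately and again after 30 min at room temperature.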
HP1b chromo inh: HP1-beta chromodomain-methylated histone interaction inhibition. P83916. AlphaScreen HP1-beta / biotin-H3K9me3 peptide binding. Potency, µM (doses to about 114 µM), for the others: at the highest dose activity change, negative = inhibition, actives largely listed as inhibitors. 390,000 tested, 0.56% active. AID 540317; note: potency is the fitted concentration of half-maximal effect; nearly all actives have a fitted effect of over 70% in size; inactives centre near 23
Target sequence (P83916 whole entry, looked up): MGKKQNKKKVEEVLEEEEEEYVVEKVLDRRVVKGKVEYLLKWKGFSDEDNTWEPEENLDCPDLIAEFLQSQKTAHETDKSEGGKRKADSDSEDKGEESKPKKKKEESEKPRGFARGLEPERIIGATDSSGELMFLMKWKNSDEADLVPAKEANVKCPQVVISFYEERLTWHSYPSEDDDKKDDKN
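AlphaScreen: HP1-beta (50 nM) preformed 30 min with biotin-H3(1-18)K9me3 peptide (50 nM) in PBS pH 7.4, 0.01% Tween-20. Compound added for 30 min at RT, then streptavidin donor/nickel chelate acceptor beads (10 ug/mL) for 30 min.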
An asterisk follows results filed as active; i = inactive; ? = inconclusive; . = no result given; & = joins results of further samples; [ ] = remark or other dose. Unless noted, calls come from the whole dose curve; as a rule, active = well fitted curve in the direction sought with a large enough effect; inconclusive = small, poorly fitted or top-dose-only effect, or another doubt; inactive = no such curve, though single readings can be large; an effect the other way counts as inactive or inconclusive.

SMILES	Tb PGK inh	IDH1 R132H inh	TrxR1 inh	PI4K2A block	USP1-UAF1 inh	TrxR1 substrate	Pin1 inh	GLS inh	HP1b chromo inh
COc1ccc(C(=O)NCC(c2cccs2)N2CCc3ccccc32)c(OC)c1 (centres undefined)	6%	2%	12%	3	-10%	1%	1%	-8%	16%
C=CCn1cc(/C=C2\SC(N3CCOCC3)=NC2=O)c2ccccc21	i	1%	8%	-3	-8%	-6%	-8%	4%	6%
O=C(O)Cc1ccc(NC(=O)Nc2cccc3ccccc23)cc1	1%	-3%	-8%	3	-11%	-6%	-1%	9%	18%
O=C(NC1CC(=O)N(c2ccccc2)C1)C1CCCCC1 (centres undefined)	0%	11%	11%[57.1 µM]	-1	?	4%[57.1 µM]	-5%	-18%	33%
CCc1ccc(CNc2ccc3c(c2)ncn3C)cc1	-3%	5%	17%	4	-1%	12%	-7%	1%	?
COc1ccc(S(=O)(=O)NC(C)C(=O)NCc2ccccn2)cc1Cl (centres undefined)	2%	-2%	6%	6	0%	2%	3%	3%	12%
COc1ccc(NC(=O)C#Cc2ccccc2)cc1OC	0%	3%	-8%	-1	-24%	1%	-6%	2%	28%
O=C(CCCCCN1C(=O)CCC1=O)Nc1ccc(Br)cc1F	-5%	3%	15%[57.1 µM]	2	0%	8%[57.1 µM]	0%	-2%	8%
O=C(CNC(=O)c1ccccc1Br)N/N=C/c1ccc(O)cc1	-8%	-3%	11%[57.1 µM]	1	-3%	4%[57.1 µM]	-2%	7%	30%
Cc1ccc(Cn2c(=O)n(-c3ccccc3)c(=O)c3ccc(C(=O)NCc4ccco4)cc32)cc1	-2%	-20%&5%	8%&13%	4&-6	?	1%&3%	33%&5%[activator]	-1%&4%	7%&35%
COc1ccc(C(=O)N2CCCC(CO)C2)cc1OC1CCN(C(C)C)CC1 (centres undefined)	-9%	-4%	.	3	-23%	.	.	-5%	.
COc1ccc(CCNC(=O)COc2ccc([N+](=O)[O-])cc2)cc1	1%	-6%	19%[57.1 µM]	0	-12%	1%	-2%	?	-14%
COc1ccc(O)c(/C=N/NS(=O)(=O)c2ccc(C)cc2)c1	12%	9%	3%	4	-6%	-4%	-8%	-5%	4%
COc1ccc(-c2[nH]ncc2-c2nc(C)cs2)c(O)c1	6%	4%	17%[11.4 µM]	3	-3%	10%[11.4 µM]	-14%	5%	-30%
C#Cc1ccc([C@@H]2C=C(C(=O)OCC=C)O[C@H](OCCCCO)C2)cc1	-7%	0%	-17%	-14	?	-6%	8%	-4%	30%
C[C@H](CO)N1C[C@H](C)[C@@H](CN(C)Cc2ccc(-c3ccccc3)cc2)Oc2ccc(NC(=O)Cn3cnnn3)cc2C1=O	7%	5%	8%	1	-7%	0%	2%	2%	-5%
O=C(OCC(=O)N1CCC(Cc2ccccc2)CC1)c1cncc(Br)c1	i	5%	-6%	-2	-24%	-5%	5%	-1%	52%[activator]
CCOC(=O)c1c(NC(=O)c2cc3n(n2)C(C(F)(F)F)CC(c2ccccc2)N3)sc(C)c1C (centres undefined)	-11%	0%	15%	-1	-10%	79%[activator]	1%	3%	10%
Cc1ccc(-c2nn(-c3ccccc3)cc2C(=O)Nc2ccc(C(=O)O)cc2)cc1	i	8%	19%[57.1 µM]	4	?	-12%[57.1 µM]	2%	-11%	22%
CC(C)(C)OC(=O)C[C@@H]1C/C=C\C[C@H](CC(=O)N(CCO)Cc2ccccc2)C(=O)N[C@H](Cc2ccccc2)COC1=O	i	7%	-6%	-3	?	-2%	6%	-4%	31%
CS(=O)(=O)N(Cc1ccc(C(=O)NC2CCCC2)cc1)c1ccccc1	-4%	-3%	16%	-4	-7%	-14%	-2%	-12%	65%[activator]
Fc1ccc2nc(Nc3nc4c(s3)CCCC4)sc2c1	6%	1%	13%[57.1 µM]	-1	-11%	13%[57.1 µM]	?	12%	10%
Cc1cccc(NS(=O)(=O)c2cc3c4c(c2)CC(=O)N4CCC3)c1C	1%	-15%	2%	-2	-6%	-5%	0%	12%	22%
CCOc1ccccc1Nc1nnc(SCC(=O)N(C)C2CCS(=O)(=O)C2)s1 (centres undefined)	0%	-7%	11%[57.1 µM]	-1	5%	-2%[2.29 µM]	-3%	-4%	15%[57 µM]
Cn1c(COc2ccccc2)nnc1SCC(=O)NCc1ccccc1	i	3%	19%	0	-10%	9%	5%	-2%	29%
COCCCNC(=O)Cn1cc(/C=C(\C#N)C(=O)NC2CC2)c2ccccc21	-1%	2%	-2%	-4	-16%	-4%	0%	8%	45%[activator]
Cc1ccc(Nc2ncc(C(=O)NCCCN3CCN(C)CC3)c3ccccc23)cc1Cl	-2%	9%	11%	-2	-15%	-2%	0%	14%	22%
COc1ccccc1-c1cnnc(N/N=C/c2ccc(-c3cccc(Br)c3)o2)n1	-5%	-3%	9%	4	-11%	1%	-1%	7%	16%
COc1ccc([C@H]2CC(=O)C=C(c3ccc(Oc4ccccc4)cc3)C2)cc1OC	-10%	12%	8%[57.1 µM]	-1	-19%	-7%[57.1 µM]	23%	-4%	25%
O=c1cc(-c2ccccc2)nc(SCc2nc(-c3ccc(Cl)cc3)no2)[nH]1	1%	-3%	17%[57.1 µM]	1	7%	-2%[57.1 µM]	-1%	-2%	28%[57 µM]
Cc1cc(Cl)c(OCCOCCN2CCCC(C)C2)c(Br)c1 (centres undefined)	i	4%	14%[57.1 µM]	1	-16%	-6%	-2%	-14%	6%
O=S(=O)(c1ccc(OC(F)(F)F)cc1)N1CCN(c2nc(-c3ccccc3)nc3ccccc23)CC1	.	.	10%	.	.	1%	78%[activator]	.	30%
Cc1ccc(Nc2cc(C)nc3ccc(C)cc23)cc1	3%	-9%	-8%	-2	4%	-8%	3%	13%	30%
COc1ccc2[nH]c3c(NCc4ccco4)ncnc3c2c1	i	5%	-6%&-5%	-6	-8%	40%&48%[activator]	?	0%	4%&6%
Cc1ccc(Cn2nnc3sc4c(c3c2=O)CCC(C)C4)cc1 (centres undefined)	6%	19%	1%	0	-3%	-4%	3%	10%	28%
CCOC(=O)C1CCN(Cc2nnc(-c3cccc(Br)c3)o2)CC1	i	1%	20%	12	-21%	1%	-8%	4%	74%[activator]
CC(=O)Nc1ccc(CN2CCCC(C(=O)c3ccc(C(F)(F)F)cc3)C2)cc1 (centres undefined)	7%	-8%	9%	5	-25%	4%	-5%	-6%	30%
CNC(=O)CN(c1cc(C)ccc1C)S(C)(=O)=O	-3%	9%	-1%	-2	-14%	-5%	8%	5%	46%
Cc1cccc(N2CCN(C(=O)c3ccc4nc(-c5ccco5)c(-c5ccco5)nc4c3)CC2C)c1 (centres undefined)	-16%	4%	?	-4	?	2%	13%	-5%	?
COc1ccc(CN(C(=O)c2ccc(C)cc2)C2CCS(=O)(=O)C2)cc1 (centres undefined)	i	-3%	4%	-1	-20%	-7%	0%	-13%	53%[activator]
Cn1c(=O)nc2n(Cc3ccccc3)c3cccc(Cl)c3cc-2c1=O	-5%	11%	-17%	4	-2%	30%[activator]	?	-2%	49%[activator]
Cc1ccc(C2C3=C(CC(C)(C)CC3=O)N=C3c4ccccc4C(=O)C32)cc1 (centres undefined)	-8%	3%	-40%	-2	-15%	-11%	-4%	3%	?
COc1ccccc1CC1(C)NC(=O)N(CC(=O)Nc2cc(C)on2)C1=O (centres undefined)	-3%	-2%	-6%	1	-7%	1%	-9%	-15%	13%
Cc1cc(C)c(NC(=O)C2CCCN2CCO)c(C)c1 (centres undefined)	i	2%	7%	0	-14%	0%	0%	.	27%
O=C(CCc1ccc(S(=O)(=O)N2CCOCC2)cc1)Nc1ccccc1F	-5%	-4%	13%	-5	-20%	0%	-4%	2%	33%
Cc1ccc(-n2ncc3c(NCCc4ccc(S(N)(=O)=O)cc4)ncnc32)cc1	-6%	25%	9%[57.1 µM]	-1	-17%	6%[57.1 µM]	-9%	8%	3%
CC1(C)CC(=O)C=C(NCCN2CCN(C(=S)NC3CCCCC3)CC2)C1	6%	-11%	-15%	8	-4%	-6%	8%	4%	28%
CCOC(=O)c1sc(=NC(=O)c2ccc(Cl)s2)n(C)c1C	-2%	0%	22%[57.1 µM]	-1	4%	6%[57.1 µM]	-2%	6%	18%
CCCNC(=O)c1cnc2c(-c3ccc(OCC)c(OCC)c3)c(C)nn2c1-c1ccccc1	.	.	-1%[57.1 µM]	-2	10%	-5%[57.1 µM]	-3%	-9%	-3%
Cc1oc(-c2ccccc2Cl)nc1CS(=O)CC(=O)NCc1ccc(Cl)cc1 (centres undefined)	-3%	-10%&-5%	0%&18%	5&-3	-19%&-8%	-4%&3%	-2%&0%	-8%&-1%	21%&8%

In the list so far, these contain a COOH group:
SMILES	Tb PGK inh	IDH1 R132H inh	TrxR1 inh	PI4K2A block	USP1-UAF1 inh	TrxR1 substrate	Pin1 inh	GLS inh	HP1b chromo inh
O=C(O)Cc1ccc(NC(=O)Nc2cccc3ccccc23)cc1	1%	-3%	-8%	3	-11%	-6%	-1%	9%	18%
Cc1ccc(-c2nn(-c3ccccc3)cc2C(=O)Nc2ccc(C(=O)O)cc2)cc1	i	8%	19%[57.1 µM]	4	?	-12%[57.1 µM]	2%	-11%	22%

These rows are one share of the data; rates above refer to the full screens.
